Screens as filed in PubChem.
L3MBTL1 inh = qHTS Assay for the Inhibitors of L3MBTL1. AlphaScreen L3MBTL1–H3K9me1 peptide binding. Potency, µM (highest dose often 57.1 µM), for the others: top-dose activity, negative = inhibition, actives largely listed as inhibitors. 230,000 compounds, 0.66% hits; further: potency means the concentration at half of the fitted maximal effect; on the % scale 0 is the no-effect control and ±100 the full control effect; nearly all actives have a fitted effect of over 60% in size
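L3MBTL1 (50 nM) pre-complexed 30 min with biotinylated H3(1-15)K9me1 peptide (75 nM), then compounds added for 30 min at room temperature; AlphaScreen streptavidin donor/nickel chelate acceptor beads (10 ug/mL final) read after 30 min dark incubation.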
CBFb RUNX1 block = qHTS Assay for Compounds Blocking the Interaction Between CBF-beta and RUNX1 for the Treatment of Acute Myeloid Leukemia | Runt-related transcription factor 1 (Homo sapiens) + Core-binding factor subunit beta … | AlphaScreen CBFb-His/RUNX1-biotin binding, biochemical | Potency, µM (doses to about 59.8 µM), inactives show at the top dose activity, negative = inhibition, hits mostly inhibitors | 230,000 tested, under 10 active | AID 1477, 2009; further: % of control where 0% means no effect
Target sequence (Q01196 whole entry, looked up): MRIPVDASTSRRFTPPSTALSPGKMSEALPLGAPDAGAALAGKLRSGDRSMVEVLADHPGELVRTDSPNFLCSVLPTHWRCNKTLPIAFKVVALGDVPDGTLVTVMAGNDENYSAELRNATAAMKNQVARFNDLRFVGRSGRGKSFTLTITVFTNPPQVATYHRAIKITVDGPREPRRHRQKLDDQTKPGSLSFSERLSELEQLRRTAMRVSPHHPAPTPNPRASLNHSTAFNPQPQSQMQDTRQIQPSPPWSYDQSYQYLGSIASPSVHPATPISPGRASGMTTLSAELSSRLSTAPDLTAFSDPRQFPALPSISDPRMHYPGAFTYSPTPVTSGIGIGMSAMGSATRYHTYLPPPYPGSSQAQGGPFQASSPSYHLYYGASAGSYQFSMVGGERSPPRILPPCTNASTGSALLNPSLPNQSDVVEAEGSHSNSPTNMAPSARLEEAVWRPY
Target sequence (Q13951 whole entry, looked up): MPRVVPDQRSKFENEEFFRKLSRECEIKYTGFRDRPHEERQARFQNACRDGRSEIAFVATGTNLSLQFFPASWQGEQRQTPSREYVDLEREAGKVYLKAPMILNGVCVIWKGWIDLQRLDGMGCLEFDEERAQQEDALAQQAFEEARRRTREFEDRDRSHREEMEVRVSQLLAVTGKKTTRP
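Read-out: AlphaScreen. Format: His-CBF-beta with biotinylated RUNX1 (30 nM each) preincubated 20 min, compound 15 min, Ni-chelate plus streptavidin beads 90 min; room temperature throughout.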
Epigenetic reg = Quantitative High-Throughput Screen for Regulators of Epigenetic Control; Potency, µM (series often up to 53.9 µM), for the others: at the highest dose GFP activation, most hits filed as activators; murine LDR cells, GFP reporter derepression, 30 h; 280,000 compounds, 0.2% hits; further: potency means the concentration at half of the fitted maximal effect; % of control where 0% means no effect; nearly all actives have a fitted effect of over 60% in size
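Readout is the number of GFP-expressing murine LDR cells, counted by cytometry following washing. Cells were treated with compound for 30 h at 37 C; the stably integrated CMV-GFP locus is normally silent.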
HTT aggregate = qHTS Multiplex Assay to Identify Dual Action Probes in a Cell Model of Huntington: Aggregate Formation (GFP) | PC12 HttQ103-GFP aggregates, Acumen cytometry, 40 h | Potency, µM (titrated, usually from 46.1 µM), for the others: top-dose activity change, negative = inhibition, most hits filed as inhibitors | 220,000 compounds, 1.1% hits; further: potency means the concentration at half of the fitted maximal effect; on the % scale 0 is the no-effect control and ±100 the full control effect; nearly all actives have a fitted effect of over 60% in size
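Steps: seed 1500 PC12 HTTQ103-GFP cells/well; add tebufenozide, 100 nM final; add compound titration; add ATPLite reagent; quantify GFP aggregates by laser scanning cytometry.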
IMPase Li cell = qHTS Assay for Identifying the Cell-Membrane Permeable IMPase Inhibitors: Potentiation with Lithium. 210,000 compounds, 0.35% hits. Potency, µM (top dose mostly 59.4 µM), for the others: top-dose activity, negative = IMPase inhibition, usual class: inhibitors. CHO-M1 cells, IP1 TR-FRET (IP-One), carbachol + lithium;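 further: IP1 builds up when IMPase is blocked and the TR-FRET signal falls; potency means the concentration at half of the fitted maximal effect; plate controls were basal vehicle for no effect and high inhibitor control for full effect; nearly all actives have a fitted effect of over 50% in size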
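CHO cells stably expressing M1 receptor (2000/well) were cultured 16–30 h, then exposed to compounds with a small lithium addition for 30 min at 37C. IP1 was measured by TR-FRET competition; AC50 from Hill fits.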
NPSR antagonist = qHTS Assay for Antagonists of the Neuropeptide S Receptor: cAMP Signal Transduction. Q6W5P4. CHO-NPSR cells, cAMP TR-FRET, antagonist mode. Potency, µM (titrated, usually from 38.3 µM), inactives show at the top dose activity change, negative = inhibition, hits mostly inhibitors. 220,000 compounds, 1% hits. AID 1461, 2008; further: potency means the concentration at half of the fitted maximal effect; on the % scale 0 is the no-effect control and ±100 the full control effect; nearly all actives have a fitted effect of over 50% in size; many of its hits are not listed in these tables
Target sequence (Q6W5P4 whole entry, looked up): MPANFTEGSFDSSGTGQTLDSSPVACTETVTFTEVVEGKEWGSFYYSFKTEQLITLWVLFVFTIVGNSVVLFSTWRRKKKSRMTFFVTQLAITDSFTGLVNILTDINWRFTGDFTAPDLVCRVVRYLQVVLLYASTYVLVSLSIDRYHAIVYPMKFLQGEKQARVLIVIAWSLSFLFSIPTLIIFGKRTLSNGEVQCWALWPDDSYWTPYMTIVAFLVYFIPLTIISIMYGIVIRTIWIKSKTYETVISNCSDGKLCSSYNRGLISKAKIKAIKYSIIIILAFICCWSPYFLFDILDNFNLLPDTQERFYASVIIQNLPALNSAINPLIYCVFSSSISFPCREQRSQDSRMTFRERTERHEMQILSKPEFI
Luc counter = Counterscreen for Luciferase (Kinase-Glo TM) Inhibition | Potency, µM (titrated, usually from 38.3 µM), for inactives: at the highest dose activity change, negative = inhibition, most hits filed as inhibitors | 200,000 compounds, 0.28% hits | Kinase-Glo luciferase, ATP luminescence, 8 min | AID 1379, 2008; further: potency means the concentration at half of the fitted maximal effect; on the % scale 0 is the no-effect control and ±100 the full control effect; nearly all actives have a fitted effect of over 60% in size
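Light output from Kinase-Glo luciferase with luciferin and 10 uM ATP in 50 mM imidazole pH 7.2, KCl, MgCl2, Tween 20, BSA; compound pin-delivered, 8-min ambient incubation, then luminescence read.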
Active calls of the source: *; [ ] = remark or other dose. The call rests on the fitted dose curve; in most records, active means well fitted curve in the direction sought with a large enough effect; inconclusive means small, poorly fitted or top-dose-only effect, or another doubt; inactive means no such curve, though single readings can be large; an effect the other way counts as inactive or inconclusive. An excerpt; the hit share may differ from the screen's.

Results for Cc1ccccc1-c1ccc(C(=O)NCc2ccccc2)o1 ?
L3MBTL1 inh: -1%; CBFb RUNX1 block: 5%[2.36 µM]; Epigenetic reg: 2.3%; HTT aggregate: 1%; IMPase Li cell: -4%; NPSR antagonist: 0%; Luc counter: -1%

How did COc1ccccc1CN1CCNC(=O)C1CC(=O)N(C)Cc1cnccn1 (configuration not stated) do in these assays?
L3MBTL1 inh: -1%; CBFb RUNX1 block: 14%; Epigenetic reg: -4.9%; HTT aggregate: -3%[9.22 µM]; IMPase Li cell: 2%; NPSR antagonist: -8%; Luc counter: 0%

Results for COCc1cc(C)nc(OCC(=O)N/N=C/c2ccc(-c3cc([N+](=O)[O-])ccc3Cl)o2)c1C#N ?
CBFb RUNX1 block: -1%; Epigenetic reg: 0.4%; HTT aggregate: -7%; IMPase Li cell: -12%; NPSR antagonist: -23%; Luc counter: -2%

How did CCc1ccc(N2CN(Cc3ccco3)CNC2=S)cc1 do in these assays?
L3MBTL1 inh: -9%; CBFb RUNX1 block: 1%; Epigenetic reg: -0.3%; HTT aggregate: -11%[9.22 µM]; NPSR antagonist: -4%

Results for Cn1c2ccccc2c2cc(/C=C(\NC(=O)c3ccccc3)C(=O)O)ccc21 ?
CBFb RUNX1 block: 2%; Epigenetic reg: -1.4%; HTT aggregate: -23%[9.22 µM]; NPSR antagonist: 10%

Results for O=C(c1ccc(CSc2nc3ccncc3[nH]2)cc1)N1CCN(c2cccc(Cl)c2)CC1 ?
L3MBTL1 inh: -23%; CBFb RUNX1 block: 2%[2.36 µM]; Epigenetic reg: 5.4%; HTT aggregate: inconclusive; IMPase Li cell: 22%; NPSR antagonist: -16%; Luc counter: -5%

How did CC(C)CC(=O)Nc1ccc(C(=O)Cn2nc(C(=O)O)c3ccccc3c2=O)cc1 do in these assays?
CBFb RUNX1 block: 6%; Epigenetic reg: 0.2%; HTT aggregate: -11%; IMPase Li cell: 14%[38.3 µM]; NPSR antagonist: -12%[46.1 µM]; Luc counter: 0%

What do the screens show for `Cc1cc(C)n(Cc2ccc(Cl)nc2)n1`?
L3MBTL1 inh: -3%; CBFb RUNX1 block: 14%; Epigenetic reg: -0.4%; HTT aggregate: -12%; IMPase Li cell: -4%; NPSR antagonist: 5%; Luc counter: -3%

How did COC(=O)c1cc(NC2c3ccccc3C(=O)N2c2cccnc2)cc(C(=O)OC)c1 (configuration not stated) do in these assays?
L3MBTL1 inh: -11%; CBFb RUNX1 block: -1%; Epigenetic reg: -1.0%; HTT aggregate: -10%; IMPase Li cell: 7%; NPSR antagonist: 7%[46.1 µM]; Luc counter: 1%

Results for O=C(NCC1CCCO1)c1onc(CSc2ccc(Cl)cc2)c1C(=O)O (configuration not stated) ?
L3MBTL1 inh: 2%; CBFb RUNX1 block: 1%; Epigenetic reg: -0.9%; HTT aggregate: 27%; IMPase Li cell: -4%[38.3 µM]; NPSR antagonist: -3%[46.1 µM]; Luc counter: -4%

What do the screens show for `Cc1cc2cc(C)c3nnc(SCC(=O)N4CCc5ccccc54)n3c2cc1C`?
L3MBTL1 inh: 3%; CBFb RUNX1 block: 0%; Epigenetic reg: 2.5%; HTT aggregate: 8%; IMPase Li cell: -5%[38.3 µM]; NPSR antagonist: -7%[46.1 µM]; Luc counter: -6%

What do the screens show for `C/C(CCc1oc2ccc(Br)cc2c1-c1ccc(C)o1)=N/O`?
L3MBTL1 inh: -1%; CBFb RUNX1 block: -9%; Epigenetic reg: -0.9%; HTT aggregate: -11%; IMPase Li cell: 21%; NPSR antagonist: -50%; Luc counter: 11%

Results for O=C(O)c1ccccc1-c1ccc(/C=C/c2cc(C(F)(F)F)[nH]c(=O)n2)o1 ?
L3MBTL1 inh: -17%; CBFb RUNX1 block: inconclusive; Epigenetic reg: 0.0%; HTT aggregate: inconclusive; IMPase Li cell: inconclusive; NPSR antagonist: -8%; Luc counter: 7%

Results for COc1ccc(NC(=O)C2=C(C)C(=O)OC23CCC(C)CC3)cc1Cl (configuration not stated) ?
CBFb RUNX1 block: inconclusive; Epigenetic reg: 0.0%; HTT aggregate: -3%[9.22 µM]; IMPase Li cell: 17%[38.3 µM]; NPSR antagonist: -7%[46.1 µM]; Luc counter: -1%

How did CC(CCc1ccccc1)NC(=O)c1nnc(Cc2ccc(F)cc2)o1 (configuration not stated) do in these assays?
L3MBTL1 inh: 6%; CBFb RUNX1 block: 9%[2.36 µM]; Epigenetic reg: 1.9%; HTT aggregate: -10%; IMPase Li cell: -3%; NPSR antagonist: 0%; Luc counter: 2%

How did CS(=O)(=O)N(CC(=O)N1CCCC1)c1cc(C(F)(F)F)ccc1Cl do in these assays?
L3MBTL1 inh: 16%; CBFb RUNX1 block: 0%; Epigenetic reg: 0.9%; HTT aggregate: -10%[9.22 µM]; IMPase Li cell: 9%; NPSR antagonist: 0%; Luc counter: 1%

Results for CN(C)S(=O)(=O)c1ccc(Cl)c(NC(=O)COC(=O)/C=C/c2ccco2)c1 ?
L3MBTL1 inh: -20%; CBFb RUNX1 block: -5%; Epigenetic reg: 3.6%; HTT aggregate: 6%; IMPase Li cell: 1%; NPSR antagonist: -5%; Luc counter: 2%

How did CC(C)=C1C2CCC1C1C(=O)N(c3nc(-c4ccc(F)cc4)c(C)s3)C(=O)C21 (configuration not stated) do in these assays?
L3MBTL1 inh: 0%; CBFb RUNX1 block: -5%; Epigenetic reg: 1.9%; HTT aggregate: 5%; IMPase Li cell: 6%[38.3 µM]; NPSR antagonist: inconclusive; Luc counter: -2%

What do the screens show for `Cc1c(NC(=S)NC(=O)c2ccc(-c3ccc(Cl)cc3)o2)cccc1C(=O)O`?
CBFb RUNX1 block: -8%; Epigenetic reg: 0.9%; HTT aggregate: -10%; IMPase Li cell: 0%; NPSR antagonist: -36%; Luc counter: 1%

What do the screens show for `COc1ccc(N2C(=O)C(CC(=O)Nc3ccc(F)cc3)N(CCc3cccs3)C2=O)cc1` (configuration not stated)?
L3MBTL1 inh: -1%; CBFb RUNX1 block: 3%; Epigenetic reg: 3.0%; HTT aggregate: 8%; IMPase Li cell: 10%; NPSR antagonist: 3%; Luc counter: -2%

How did O=C(NCCN1CCOCC1)N1c2ccccc2Sc2ccccc21 do in these assays?
L3MBTL1 inh: 1%; CBFb RUNX1 block: 1%; Epigenetic reg: -1.1%; HTT aggregate: -17%; IMPase Li cell: 5%[38.3 µM]; NPSR antagonist: -13%[46.1 µM]; Luc counter: 4%

Results for CCOc1ccccc1-c1nc(CN(Cc2cnn(C)c2)C(C)C)c(C)o1 ?
L3MBTL1 inh: -7%; CBFb RUNX1 block: 5%; Epigenetic reg: 3.9%; HTT aggregate: -2%[9.22 µM]; IMPase Li cell: 13%; NPSR antagonist: -8%; Luc counter: 0%

What do the screens show for `Nc1[nH]n2c(=O)cc(-c3ccccc3)nc2c1N=Nc1ccccc1`?
L3MBTL1 inh: 5%; CBFb RUNX1 block: -8%; Epigenetic reg: -0.3%; HTT aggregate: 3.2µM*; IMPase Li cell: 4%[38.3 µM]; NPSR antagonist: -13%[46.1 µM]; Luc counter: 0%

What do the screens show for `CC(C)C(=O)O/N=C1\CCS(=O)(=O)c2sccc21`?
L3MBTL1 inh: 4%; CBFb RUNX1 block: -1%; Epigenetic reg: -1.9%[10.1 µM]; HTT aggregate: -26%[9.22 µM]; IMPase Li cell: -4%; NPSR antagonist: 16%; Luc counter: -5%

How did COC(=O)Oc1ccccc1C(=O)O do in these assays?
Epigenetic reg: 3.5%; IMPase Li cell: 9%; Luc counter: 3%

How did NC(=O)N/N=C/c1cc(F)cc(F)c1 do in these assays?
L3MBTL1 inh: 2%; CBFb RUNX1 block: -3%; Epigenetic reg: 1.3%; HTT aggregate: -11%[9.22 µM]; NPSR antagonist: -44%

How did OC(CNCc1ccc(Cl)cc1)C(F)(F)F (configuration not stated) do in these assays?
L3MBTL1 inh: 3%[11.4 µM]; CBFb RUNX1 block: -2%; Epigenetic reg: -1.2%; HTT aggregate: -3%; IMPase Li cell: -1%; NPSR antagonist: 14%; Luc counter: 1%

How did CC(C)C(OC(=O)c1ccco1)C(=O)NCc1cccs1 (configuration not stated) do in these assays?
L3MBTL1 inh: 2%; CBFb RUNX1 block: 0%; Epigenetic reg: -2.9%; HTT aggregate: 3%; NPSR antagonist: -3%[46.1 µM]

What do the screens show for `COc1cc2c(cc1OC)C(C)N(S(=O)(=O)c1cn(C)c(C)n1)CC2` (configuration not stated)?
L3MBTL1 inh: 3%; CBFb RUNX1 block: 3%; Epigenetic reg: 0.4%; HTT aggregate: 7%[9.22 µM]; NPSR antagonist: 3%

How did COC(=O)c1cn(CC(=O)NC2CCCCCC2)c2ccccc12 do in these assays?
L3MBTL1 inh: 1%; CBFb RUNX1 block: 2%; Epigenetic reg: -1.0%; HTT aggregate: 4%; IMPase Li cell: -7%; NPSR antagonist: 23%[46.1 µM]; Luc counter: 3%

In the list so far, these contain an aryl methoxy group.
How did COc1ccccc1CN1CCNC(=O)C1CC(=O)N(C)Cc1cnccn1 (configuration not stated) do in these assays?
L3MBTL1 inh: -1%; CBFb RUNX1 block: 14%; Epigenetic reg: -4.9%; HTT aggregate: -3%[9.22 µM]; IMPase Li cell: 2%; NPSR antagonist: -8%; Luc counter: 0%

Results for COc1ccc(NC(=O)C2=C(C)C(=O)OC23CCC(C)CC3)cc1Cl (configuration not stated) ?
CBFb RUNX1 block: inconclusive; Epigenetic reg: 0.0%; HTT aggregate: -3%[9.22 µM]; IMPase Li cell: 17%[38.3 µM]; NPSR antagonist: -7%[46.1 µM]; Luc counter: -1%

What do the screens show for `COc1ccc(N2C(=O)C(CC(=O)Nc3ccc(F)cc3)N(CCc3cccs3)C2=O)cc1` (configuration not stated)?
L3MBTL1 inh: -1%; CBFb RUNX1 block: 3%; Epigenetic reg: 3.0%; HTT aggregate: 8%; IMPase Li cell: 10%; NPSR antagonist: 3%; Luc counter: -2%

What do the screens show for `COc1cc2c(cc1OC)C(C)N(S(=O)(=O)c1cn(C)c(C)n1)CC2` (configuration not stated)?
L3MBTL1 inh: 3%; CBFb RUNX1 block: 3%; Epigenetic reg: 0.4%; HTT aggregate: 7%[9.22 µM]; NPSR antagonist: 3%
